Mdm2-MdmX inh: human Mdm2/MdmX binding inhibition. O15151+Q00987. SaOS-2 split-luciferase Mdm2/MdmX complementation, luminescence. inhibition, % at 8 µM. actives 3% (n = 330,000). AID 485346;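 active = inhibition of at least 50% at 8 µM in the primary screen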
UPR XBP1 act: adaptive UPR (XBP1) activation; actives 0.33% (n = 330,000); CHO-XBP1 luciferase reporter, IRE1-XBP1 UPR activation, luminescence; percent of tunicamycin response, DMSO as zero; AID 463104; activation, % at 20 µM;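 active = versus positive control, 20 µM dose yields 30% or more activation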;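 also: 100% = tunicamycin at 10 µg/mL and 0% = DMSO only wells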
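Material – CHO cell line with stable XBP1 luciferase reporter · Buffer or medium – F12 plus 10% FBS · Compound – single point, 20 µM final compound, 1% DMSO · Schedule – 16-18 h cell attachment at 37 °C, then 6 h compound exposure · Signal – Steady-Glo luminescence read · Benchmarks – high control tunicamycin 10 µg/mL final, low control DMSO vehicle only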
Gli-Sufu block: Gli-Sufu pathway antagonism. inhibition, % at 5 µM. Sufu-KO-LIGHT fibroblasts, Gli luciferase reporter luminescence. actives 0.74% (n = 340,000);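 active = inhibition above about 55%, limit read from the data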;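 also: 0% = DMSO-treated cells and 100% = wells with medium but no cells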
Jurkat NFkB inh: inhibitors of the PMA/ionomycin-induced NF-kB reporter in Jurkat cells. PMA/ionomycin-induced NF-kB luciferase reporter, luminescence. inhibition, % at 4 µM. actives 0.53% (n = 330,000). AID 435003; in the data active = inhibition above about 50%
EBI2 block: EBI2 (human) antagonism; P32249; EBI2 beta-arrestin recruitment, luminescence, 7a,25-OHC stimulated; inhibition, % at 5 µM; actives 0.81% (n = 360,000); AID 651636; in the data active = inhibition above about 38%;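 also: enzyme fragment complementation signal reports receptor beta-arrestin coupling in cells; 0% = agonist plus DMSO wells and 100% = wells without agonist; some results beyond the cut were filed as inactive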
CXCR6 block: blocks human CXCR6 beta-arrestin recruitment; O00574; actives 0.36% (n = 360,000); AID 602244; CHO-K1 PathHunter CXCR6 beta-arrestin, luminescence; inhibition, % at 20 µM; in the data active = inhibition above about 34%, passing the limit was not always enough;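 also: antagonist mode with CXCL16 agonist at 10 nM final; 0% = 10 nM CXCL16 with DMSO and 100% = unstimulated wells without agonist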
Target sequence (O00574 whole entry, looked up): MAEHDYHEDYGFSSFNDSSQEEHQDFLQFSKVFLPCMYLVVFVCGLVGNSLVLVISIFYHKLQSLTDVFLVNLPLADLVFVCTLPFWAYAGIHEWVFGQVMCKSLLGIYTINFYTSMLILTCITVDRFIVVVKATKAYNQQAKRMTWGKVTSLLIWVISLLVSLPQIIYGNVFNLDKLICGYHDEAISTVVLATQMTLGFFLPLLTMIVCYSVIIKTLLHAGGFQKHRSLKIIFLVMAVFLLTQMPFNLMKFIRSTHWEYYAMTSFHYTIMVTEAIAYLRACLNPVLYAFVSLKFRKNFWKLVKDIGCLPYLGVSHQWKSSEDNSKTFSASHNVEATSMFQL
697 NFkB inh: lowers PMA/ionomycin-induced NF-kB signal in 697 B cells | 697 B-cell NF-kB luciferase reporter, 16 h | inhibition, % at 4 µM | actives 0.33% (n = 330,000); in the data active = inhibition above about 35%
CHOP UPR activ: activators of apoptotic arm of unfolded protein response (CHOP); CHO-CHOP luciferase reporter, UPR activation, luminescence; percent of tunicamycin response over DMSO baseline; activation, % at 10 µM; actives 0.34% (n = 330,000); AID 449763;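 active = at 10 µM dose, activation of 40% or more, normalized to positive control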;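 also: 100% = tunicamycin at 10 µg/mL and 0% = DMSO alone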
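measured by = luciferase luminescence | assay system = CHO-CHOP cells, stable luciferase reporter of PERK-eIF2a-CHOP signalling | amount = 500 reporter cells seeded per well | timing = 6 h compound exposure at 37 °C after overnight seeding | controls = positive tunicamycin 10 µg/mL, negative DMSO alone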
CCR6 antagonist: antagonists of human CCR6 receptor. CHO-K1 CCR6 PathHunter beta-arrestin, luminescence, CCL20-stimulated. inhibition, % at 20 µM. actives 0.49% (n = 340,000);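 active = compounds whose inhibition of the agonist-driven luminescence signal at 20 µM reaches about 50%, limit read from the data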;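 also: cells stimulated with CCL20 at 14 nM final; plate controls were DMSO with CCL20 for no effect and DMSO without agonist for full effect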
Target sequence (P51684 whole entry, looked up): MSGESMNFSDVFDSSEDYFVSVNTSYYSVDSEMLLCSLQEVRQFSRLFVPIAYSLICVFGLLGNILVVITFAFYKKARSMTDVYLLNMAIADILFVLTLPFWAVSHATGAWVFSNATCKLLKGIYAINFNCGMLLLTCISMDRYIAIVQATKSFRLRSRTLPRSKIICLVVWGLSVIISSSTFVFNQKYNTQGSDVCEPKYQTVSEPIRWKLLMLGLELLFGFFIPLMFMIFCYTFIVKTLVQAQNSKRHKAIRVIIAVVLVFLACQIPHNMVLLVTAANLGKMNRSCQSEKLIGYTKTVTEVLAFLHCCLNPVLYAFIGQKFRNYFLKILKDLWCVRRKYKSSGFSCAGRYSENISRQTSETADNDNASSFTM
* hit, by the source's call; · = not tested or not shown; & = joins results of further samples.

structure	Mdm2-MdmX inh	UPR XBP1 act	Gli-Sufu block	Jurkat NFkB inh	EBI2 block	CXCR6 block	697 NFkB inh	CHOP UPR activ	CCR6 antagonist
O=C(CN1C(=O)NC(CCc2ccccc2)C1=O)Nc1ccccc1C(F)(F)F (stereo unspecified)	-11	0	0	8	-4	-22	4	0.6	2
O=c1cc(N2CCCCC2)c(-c2ccccc2)nn1Cc1c(Cl)cccc1Cl	56*	-2	6	-10	31	10	-17	0.5	13
Cc1ccccc1CC(=O)NC1CCCCCC1	13	-1	-8	-22	3	-2	-2	0.1	12
O=C(N/N=C\c1cn[nH]c1-c1ccccc1)c1ccc([N+](=O)[O-])cc1	4	-3	2	1	-9	-5	11	-0.1	-7
CCOC(=O)CON1C(=O)C(=O)N(OCC(=O)OCC)[C@H]2CCCC[C@H]21	-3	-1	7	10	-5	7	16	0.2	-4
O=C(N/N=C/c1ccccc1F)C(=O)N1CCCCCC1	-7	1	1	6	-6	8	-10	4.0	11
CC(=O)N1c2ccc([N+](=O)[O-])cc2NC(=O)CC1C (stereo unspecified)	-26	-1	-6	31	4	0	-26	3.2	11
Oc1ccc(C2N=C(c3ccccc3)NC(c3ccccc3)=N2)cc1	-18	-1	17	-4	-8	4	5	1.2	5
O=C(NCCc1ccccc1)C(c1cccs1)N(C(=O)c1csnn1)C1CC1 (stereo unspecified)	16	2	-8	8	-15	-2	10	-1.7	7
CN(c1cccc(NC(=O)c2ccc(Cl)c(S(=O)(=O)Nc3ccccc3)c2)c1)S(C)(=O)=O	-5	-1	-9	12	-17	-6	14	1.0	-25
O=C(CSc1nnc(-c2ccco2)o1)N1CCCCC1	-2	2	-42	-56	-4	-3	-30	4.2	8
Cc1ccc(CNC(=O)c2ccc3c(=O)n(CCCN4CCCC4=O)c(=S)[nH]c3c2)cc1	12	0	-1	-17	-3	-2	1	-2.2	13
CS(=O)(=O)N1N=C(c2ccco2)CC1c1ccc(Cl)cc1Cl (stereo unspecified)	2	6	-2	-7	0	0	-5	1.5	12
COc1ccccc1NC(=O)N1CCCC1C(=O)Nc1nnc(C(C)C)s1 (stereo unspecified)	-1	0	-5	-9	-6	5	4	-0.2	13
CS(=O)(=O)c1ccc2nc(NC(=O)Oc3ccccc3)sc2c1	8	-1	-3	7	5	-6	8	-0.8	8
Cc1ccc(OCCNC(=O)C2CCCCC2)cc1	-3	1	-1	3	38	0	18	2.6	-2
COC(=O)CSc1nccc(C)n1	16	-2	-5	1	5	1	9	-2.7	-4
CC(/C=N/NC(=O)Cn1cnc2c1c(=O)n(C)c(=O)n2C)=C\c1ccco1	7	-2	-1	6	-18	2	11	-0.1	1
O=C(NC(=O)N1CCSCC1)c1c(Cl)cccc1Cl	-31	-1	5	2	-1	3	9	0.4	-10
CCN(C(=O)C12CC3CC(CC(C3)C1)C2)C1CCS(=O)(=O)C1 (stereo unspecified)	18	0	-6	1	2	-1	-6	-1.5	-8
O=C(C1CCN(c2ncnc3c2nc2n3CCCCC2)CC1)N1CCN(c2ccccc2F)CC1	3	0	22	-11	-1	-8	-29	-3.5	10
COc1cccc(NC(=O)CSCC(=O)O)c1	7	-1	-2	1	-6	-5	-4	-0.3	10
CCOC(=O)COn1c(=O)c(-c2ccco2)[n+]([O-])c2ccccc21	-16	-4	11	-11	-4	-14	9	-1.4	16
COc1ccccc1CNC(=O)c1cc(-c2ccccc2)n(Cc2cc(C)no2)n1	15	-5	-3	21	5	0	19	-1.9	17
NCCCC[C@H]1CNC(=S)N1CCc1cc(C(F)(F)F)cc(C(F)(F)F)c1	20	3	-1	16	-7	4	9	-0.3	6

Quoted from the results shown for reference:
structure	Mdm2-MdmX inh	UPR XBP1 act	Gli-Sufu block	Jurkat NFkB inh	EBI2 block	CXCR6 block	697 NFkB inh	CHOP UPR activ	CCR6 antagonist
COc1ccccc1CNC(=O)c1cc(-c2ccccc2)n(Cc2cc(C)no2)n1	15	-5	-3	21	5	0	19	-1.9	17
NCCCC[C@H]1CNC(=S)N1CCc1cc(C(F)(F)F)cc(C(F)(F)F)c1	20	3	-1	16	-7	4	9	-0.3	6

More compounds
structure	Mdm2-MdmX inh	UPR XBP1 act	Gli-Sufu block	Jurkat NFkB inh	EBI2 block	CXCR6 block	697 NFkB inh	CHOP UPR activ	CCR6 antagonist
COc1ccc(CNc2oc(-c3cccc4ccccc34)nc2P(=O)(OC)OC)cc1	15	-2	5	-19	4	6	-14	0.6	3
O=C(CSc1nnc(-c2ccccc2)c(-c2ccccc2)n1)N1CCc2ccccc21	39	-6	4	7	7	-4	23	-2.5	9
CCOC(=O)CSc1nnc(NC(=O)CN2CCN(C=O)CC2)s1	8	0	2	11	3	4	9	-1.3	2
Cc1cccc(OCC(=O)Nc2c3c(nn2C(C)(C)C)CS(=O)(=O)C3)c1	2	1	4	19	2	4	-3	-0.1	4
COc1cccc2c(=O)c(SC(F)(F)C(F)C(F)(F)F)c(C)[nH]c12 (stereo unspecified)	37	6	-28	29	-10	2	-37	1.9	4
CC(=O)c1c(C)[nH]c(C(=O)Nc2cccc(S(=O)(=O)N3CCOCC3)c2)c1C	58*	-1	13	-12	0	-11	29	1.4	19
CCOC(=O)CN1CC23C=CC(O2)C(C(=O)Nc2ccc(OC)cc2OC)C3C1=O (stereo unspecified)	24	3	-9	12	-4	-1	4	2.5	-2
Cc1ccc(-c2nn(C)c(=O)c3ccccc23)cc1CNC(=O)CN1CCOCC1	17	-3	36	14	1	5	10	-1.4	6
COC(=O)c1ccc(CNC(=O)COC(=O)CCC2CCCC2)cc1	10	-2	3	-12	-9	-5	-24	1.2	-4
S=C(Nc1ccccc1Cl)NC1CCCCCC1	0	4	-12	-3	-8	-10	-2	3.0	5
COc1cc2c(cc1OC)CN(C(=O)c1ccc(OC)c(S(=O)(=O)N3CCOCC3)c1)CC2	-23	3	-11	1	-3	-3	-18	2.5	1
COc1cc(/C=C/CN2CCN(CCC(C)C)C(CCO)C2)ccc1O (stereo unspecified)	10	-5	20	-1	2	-1	1	-2.2	11
N#CN=C1CCCCCN1CC(N)=O	-3	1	5	2	-3	-1	-5	1.2	-2
O=C(Nc1nnc(C2CC2)s1)C1=NN(C2CCS(=O)(=O)C2)C(=O)CC1 (stereo unspecified)	-9	-3	11	2	0	6	10	-0.3	4
Cc1[nH]c2ccccc2c1/C=N\NC(=O)CNc1ccc2c(c1)OCO2	18	0	1	7	0	1	4	1.5	-1
Cc1ccc(N2C(=O)CC3(CC4C=CC3C4)C2=O)cc1 (stereo unspecified)	2	0	16	-25	-10	-5	-9	-1.2	4
COc1ccc(N2C(=O)c3ccccc3NC2c2cccnc2)cc1 (stereo unspecified)	10	3	-15	-18	1	7	3	-2.5	2
COc1ccc(/C=C/C(=O)OCC(=O)c2c(N)n(C)c(=O)n(C)c2=O)c(OC)c1	38	-2	-6	6	-13	-6	5	3.3	7
Cc1ccc(OCCC(=O)OCC(=O)Nc2cc(C)cc(C)c2)cc1	25	-5	-1	5	-10	9	-7	1.8	4
O=C([O-])c1cc(-c2ccccc2)cc(-c2ccccc2)[n+]1Cc1ccccc1	17	5	·	1	·	·	-24	3.8	·
CCN(CC)C(=O)C(=O)c1c(-c2ccccc2)[nH]c2ccccc12	12	-2	16	1	-1	-10	16	0.0	4
CC(C)(C)NC(=O)c1cc(Cl)ccc1[N+](=O)[O-]	-2	0	-2	2	0	11	24	2.5	-6
Cc1csc(SCC(=O)Nc2ccccn2)n1	13	-3	-6	-9	-4	2	16	0.5	-4
S=C(NCc1cccnc1)c1ccccc1	22	-1	-5	3	-8	7	12	0.6	-1
COc1ccc(C2/C(=C(/O)c3ccc4c(c3)CC(C)O4)C(=O)C(=O)N2CCCn2ccnc2)cc1OC (stereo unspecified)	·	·	0	·	-7	-1	·	·	-2
CO/N=C(\C(=O)N[C@@H]1C(=O)N2C(C(=O)O)=C(COC(C)=O)CS[C@H]12)c1csc(N)n1 (stereo in doubt)	4&4&-19	-9&-1&-2	-5&-4&-15	4&-2&1	3&-4&1	-1&-3&-6	2&-3&13	0.9&0.1&4.5	-3&-12&21
O=C(CCC(=O)N/N=C/c1ccccc1O)NCc1ccccc1	16	-1	-1	1	-2	-1	-26	3.9	6
CC(NC(=O)c1ccccc1Cl)C(=O)N1CCN(Cc2ccc3c(c2)OCO3)CC1 (stereo unspecified)	4	-2	-4	11	-3	2	8	-1.8	5
Cc1ccc(S(=O)(=O)N(Cc2ccccc2)Cc2ccco2)cc1	-12	6	-1	31	21	2	5	-2.3	22
COc1ccccc1CNC(=O)c1ccc(CNc2c(N3CCCC3)c(=O)c2=O)cc1	-32	3	11	-3	-11	0	2	-0.7	3
OCCC1CN(Cc2c(O)ccc3ccccc23)CCN1CCc1ccccc1 (stereo unspecified)	34	2	8	17	2	-4	8	1.8	-3
O=C(COC(=O)COc1ccccc1[N+](=O)[O-])NCc1ccc2c(c1)OCO2	22	8	-1	4	0	-3	-2	-0.8	2
COc1ccccc1Nc1nc2nonc2nc1N1CCCCC1C (stereo unspecified)	21	4	17	4	24	17	12	-0.4	32
O=C(Nc1ccc(OC(F)F)c(Cl)c1)[C@@H]1CCCN1C(=O)c1cccs1	3	-3	4	4	-3	2	15	0.8	7

Sorted by value in EBI2 block (low to high): some entries from above.
| SMILES | EBI2 block |
| --- | --- |
| COc1ccccc1CNC(=O)c1ccc(CNc2c(N3CCCC3)c(=O)c2=O)cc1 | -11 |
| Cc1ccc(OCCC(=O)OCC(=O)Nc2cc(C)cc(C)c2)cc1 | -10 |
| CCN(C(=O)C12CC3CC(CC(C3)C1)C2)C1CCS(=O)(=O)C1 (stereo unspecified) | 2 |

Screens deposited in PubChem BioAssay by Sanford-Burnham Center for Chemical Genomics.
